Screening results (PubChem)
Pf apPOL block: Pf-apPOL DNA polymerase inhibition; Recombinant Pf-apPOL, molecular beacon fluorescence, 1.5 h; inhibition, % at 10 µM; hit rate 0.25% among 210,000; AID 1794808
mHTT-CaM PPI inh: mHTT-calmodulin interaction abrogation; inhibition, % at 15 µM; AlphaScreen His-mHTT/GST-CaM binding, luminescence; P42858; hit rate 3.6% among 190,000;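 also: 0% = both proteins with DMSO and 100% = one protein alone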
Target sequence (P42858 whole entry, looked up, stated change not applied): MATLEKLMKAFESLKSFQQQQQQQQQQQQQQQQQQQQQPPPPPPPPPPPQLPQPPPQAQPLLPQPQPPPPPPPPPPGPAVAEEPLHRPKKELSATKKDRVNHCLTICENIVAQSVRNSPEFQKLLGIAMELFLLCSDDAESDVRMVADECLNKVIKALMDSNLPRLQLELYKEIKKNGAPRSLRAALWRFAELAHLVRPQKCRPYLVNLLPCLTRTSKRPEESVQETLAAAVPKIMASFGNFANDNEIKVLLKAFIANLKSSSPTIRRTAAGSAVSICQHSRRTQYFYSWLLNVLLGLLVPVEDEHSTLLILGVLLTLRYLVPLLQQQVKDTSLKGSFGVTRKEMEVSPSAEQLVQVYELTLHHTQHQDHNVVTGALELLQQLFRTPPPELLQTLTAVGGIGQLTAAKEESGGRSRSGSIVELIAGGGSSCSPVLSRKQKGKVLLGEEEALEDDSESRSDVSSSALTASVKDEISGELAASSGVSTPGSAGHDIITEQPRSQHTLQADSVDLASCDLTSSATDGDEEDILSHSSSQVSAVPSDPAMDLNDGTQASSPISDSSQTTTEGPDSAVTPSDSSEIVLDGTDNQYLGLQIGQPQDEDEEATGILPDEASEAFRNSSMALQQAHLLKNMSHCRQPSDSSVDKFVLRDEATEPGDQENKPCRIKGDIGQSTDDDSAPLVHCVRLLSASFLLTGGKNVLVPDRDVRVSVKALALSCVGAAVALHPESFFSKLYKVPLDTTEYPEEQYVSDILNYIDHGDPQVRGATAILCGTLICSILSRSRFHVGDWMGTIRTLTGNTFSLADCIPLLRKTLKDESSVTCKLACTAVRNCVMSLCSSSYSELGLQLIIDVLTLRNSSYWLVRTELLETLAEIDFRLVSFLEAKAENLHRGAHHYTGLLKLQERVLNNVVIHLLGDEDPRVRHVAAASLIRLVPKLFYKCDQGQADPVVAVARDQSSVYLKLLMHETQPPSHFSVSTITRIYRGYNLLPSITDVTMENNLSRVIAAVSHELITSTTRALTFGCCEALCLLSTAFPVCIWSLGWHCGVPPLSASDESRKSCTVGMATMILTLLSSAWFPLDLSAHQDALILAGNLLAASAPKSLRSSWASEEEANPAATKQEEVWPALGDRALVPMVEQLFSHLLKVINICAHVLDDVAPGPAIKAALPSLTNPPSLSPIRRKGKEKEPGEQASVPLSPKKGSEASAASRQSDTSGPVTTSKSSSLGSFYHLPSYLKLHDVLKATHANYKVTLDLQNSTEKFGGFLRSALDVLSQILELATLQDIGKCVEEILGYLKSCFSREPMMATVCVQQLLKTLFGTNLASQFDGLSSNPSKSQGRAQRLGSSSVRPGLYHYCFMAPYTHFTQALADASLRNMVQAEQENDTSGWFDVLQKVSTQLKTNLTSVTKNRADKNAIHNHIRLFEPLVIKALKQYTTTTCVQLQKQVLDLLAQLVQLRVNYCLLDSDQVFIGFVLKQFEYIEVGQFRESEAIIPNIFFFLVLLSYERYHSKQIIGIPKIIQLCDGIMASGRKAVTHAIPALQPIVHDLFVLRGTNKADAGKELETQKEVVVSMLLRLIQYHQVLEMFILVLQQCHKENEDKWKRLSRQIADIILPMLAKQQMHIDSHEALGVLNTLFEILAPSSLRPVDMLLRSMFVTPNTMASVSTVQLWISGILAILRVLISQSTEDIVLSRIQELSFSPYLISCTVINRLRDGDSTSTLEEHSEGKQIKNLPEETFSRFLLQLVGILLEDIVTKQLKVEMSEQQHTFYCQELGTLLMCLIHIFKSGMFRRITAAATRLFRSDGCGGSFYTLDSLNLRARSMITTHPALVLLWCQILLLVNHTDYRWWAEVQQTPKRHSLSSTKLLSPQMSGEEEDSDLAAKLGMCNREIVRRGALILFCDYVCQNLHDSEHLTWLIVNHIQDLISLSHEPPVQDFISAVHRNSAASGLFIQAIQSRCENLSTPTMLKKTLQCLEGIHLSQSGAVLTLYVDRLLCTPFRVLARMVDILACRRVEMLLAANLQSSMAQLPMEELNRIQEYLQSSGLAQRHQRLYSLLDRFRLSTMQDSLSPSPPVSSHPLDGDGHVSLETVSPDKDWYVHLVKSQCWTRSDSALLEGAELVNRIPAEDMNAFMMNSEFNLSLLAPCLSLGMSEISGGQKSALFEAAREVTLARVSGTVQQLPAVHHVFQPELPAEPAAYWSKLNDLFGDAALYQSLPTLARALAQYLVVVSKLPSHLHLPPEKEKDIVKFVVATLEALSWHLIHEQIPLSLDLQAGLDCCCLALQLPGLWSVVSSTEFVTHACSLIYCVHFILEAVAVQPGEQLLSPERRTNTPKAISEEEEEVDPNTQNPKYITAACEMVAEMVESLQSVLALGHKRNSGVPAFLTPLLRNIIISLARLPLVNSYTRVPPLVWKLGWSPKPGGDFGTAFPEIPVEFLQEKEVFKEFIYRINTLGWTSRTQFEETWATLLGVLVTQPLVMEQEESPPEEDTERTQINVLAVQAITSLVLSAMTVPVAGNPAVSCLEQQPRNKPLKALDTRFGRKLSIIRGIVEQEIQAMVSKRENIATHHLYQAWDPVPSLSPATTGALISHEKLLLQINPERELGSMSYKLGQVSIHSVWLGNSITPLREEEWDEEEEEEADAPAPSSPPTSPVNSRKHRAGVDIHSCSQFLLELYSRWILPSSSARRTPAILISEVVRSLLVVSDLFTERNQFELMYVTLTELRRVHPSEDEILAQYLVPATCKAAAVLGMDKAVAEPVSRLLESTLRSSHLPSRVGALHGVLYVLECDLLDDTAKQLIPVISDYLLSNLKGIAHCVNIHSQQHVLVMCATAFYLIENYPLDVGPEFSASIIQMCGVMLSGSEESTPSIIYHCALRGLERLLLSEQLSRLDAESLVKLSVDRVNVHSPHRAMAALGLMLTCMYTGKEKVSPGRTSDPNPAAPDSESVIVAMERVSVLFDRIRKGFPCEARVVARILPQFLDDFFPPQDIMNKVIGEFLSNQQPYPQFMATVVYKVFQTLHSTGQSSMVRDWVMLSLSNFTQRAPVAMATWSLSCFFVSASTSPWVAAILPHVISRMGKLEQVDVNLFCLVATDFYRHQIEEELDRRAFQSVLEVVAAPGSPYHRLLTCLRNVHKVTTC
Starred values were filed as active, the others as inactive; nt = not tested or not shown; & = joins results of further samples. Rule as the data show it: active = inhibition above about 50%; inactive = the rest.

SMILES | Pf apPOL block | mHTT-CaM PPI inh
CCC(Sc1nnc(N)s1)C(=O)Nc1ccc(C(C)=O)cc1 (stereo unspecified) | -3 | -2
CCc1nc(N2CCC(C)CC2)c2cnn(-c3ccccc3Cl)c2n1 | -2 | -28
CCCc1cc(=O)[nH]c(SCc2ccc(C(=O)Oc3ccc(F)cc3F)cc2)n1 | 2 | nt
COc1cc(C=C2Oc3cc(OC(=O)N4CCOCC4)cc(C)c3C2=O)cc(OC)c1OC | -4 | -5
Cc1ccc2c(c1)N(C(=O)Nc1cccc(Cl)c1C)CCO2 | -12 | 0
CS(=O)(=O)NC1CC2CC1N(C(=O)Nc1ccc(C(F)(F)F)cc1)C2 (stereo unspecified) | -6 | -3
O=C(N1CCOCC1)N1[C@H](COCc2ccccc2)C=CS1(=O)=O | 4 | -2
CCC(C(=O)Nc1ccc([N+](=O)[O-])cc1)c1ccccc1 (stereo unspecified) | 2 | 4

Part of the list above in order of count of non-hydrogen atoms, lowest first.
SMILES | Pf apPOL block | mHTT-CaM PPI inh
CCC(C(=O)Nc1ccc([N+](=O)[O-])cc1)c1ccccc1 (stereo unspecified) | 2 | 4
O=C(N1CCOCC1)N1[C@H](COCc2ccccc2)C=CS1(=O)=O | 4 | -2
CS(=O)(=O)NC1CC2CC1N(C(=O)Nc1ccc(C(F)(F)F)cc1)C2 (stereo unspecified) | -6 | -3
COc1cc(C=C2Oc3cc(OC(=O)N4CCOCC4)cc(C)c3C2=O)cc(OC)c1OC | -4 | -5

(list continues)
SMILES | Pf apPOL block | mHTT-CaM PPI inh
CCn1ccc2oc(C)c(C(=O)NCc3ccccc3Br)c2c1=O | -5 | -11
O=C1c2ccccc2C(O)(Cc2ccccc2)N1Cc1ccc2c(c1)OCO2 (stereo unspecified) | 0 | 1
Cc1cccc(-c2ncccc2CNC(=O)c2cccs2)c1 | 1 | -6
O=C(CCC1CCCN(C(=O)Nc2ccc(F)cc2)C1)NCCC1=CCCCC1 (stereo unspecified) | -6 | 4
COc1cc([N+](=O)[O-])ccc1N=Cc1cc(Br)cc(Br)c1O | 1 | 12
COc1ccc(CNC(=O)C2(C)CCCN(S(=O)(=O)c3ccc(F)cc3)C2)cc1 (stereo unspecified) | -1 | -1
Cc1ccc(/C=C2/N=C(c3ccccc3)OC2=O)c(C)c1 | -7 | 4
CCOc1ccc2c(=O)c(Oc3ccccc3OC)coc2c1 | 0 | 5
Cc1c(Br)c(C(F)(F)F)nn1CC(=O)N1CCc2ccccc2C1 | -9 | -14
O=C1CN(c2ccccc2)C(=Nc2ccccc2)S1 | nt | -2
CCn1c(C(=O)N(C)Cc2ccccc2)cc2sc(Br)cc21 | -3 | 41
CCn1c2ccccc2n2cc(C)nc12 | 3 | -2
CC(C)(CO)NC(=O)COc1ccc(Cl)cc1 | -7 | -6
CCc1ccc(S(=O)(=O)N2CCSC2c2ccccc2Cl)cc1 (stereo unspecified) | -1 | -50
COc1ccc(NC(=O)CN2CCN(c3ccc(C)cc3C)CC2)cc1 | 0 | -8
O=C(NCc1cccc(F)c1)C1CCCN(c2cnc3nccnc3c2)C1 (stereo unspecified) | -1 | -3
COCc1nc2ccccc2n1Cc1ccccc1C | 8 | 3
COc1ccc(C=NN=C(N)N)cc1 | -9 | nt
CCOc1ccc(NC(=O)CSc2nc3c(c(=O)n2-c2ccccc2)SCC3)cc1 | -5 | 10
Cc1ccc2c(c1)N(C(=O)Nc1ccccc1Br)CCO2 | -8 | -17
COc1cc(C)ccc1OCCCCN1CCCC(C)C1 (stereo unspecified) | 0 | 1
COc1ccc(-c2cc3n(n2)CCCN(C(=O)C2CCCO2)C3)cc1 (stereo unspecified) | -1 | -6
COc1ccccc1CCNC(=O)C(=O)Nc1ccc(F)cc1F | 1 | 2
CSc1nc(C2CC2)cc(-c2ccccc2)c1C#N | -2 | -49
O=C(Nc1ccc(C(F)(F)F)cc1)N1CCC(n2c(-c3ccco3)nc3cccnc32)C1 (stereo unspecified) | -1 | 3
CC1C(=O)N(c2ccccc2Cl)CCN1C(=O)c1ccccc1 (stereo unspecified) | -1 | -3
CC(C)N1CCn2c(nc3cc(C(=O)NCc4cc(F)ccc4F)ccc32)C1=O | 2 | -7
COc1ccc(C2C(C(=O)Nc3ccccc3)=C(C)Nc3nc(-c4cccnc4)nn32)cc1OC (stereo unspecified) | -7 | 7
Cc1cc(NC(=O)Cn2c(=O)n(CCCC(=O)NCc3ccco3)c(=O)c3ccccc32)n[nH]1 | 7 | 2
O=C(CSCc1ccc(Cl)cc1)Nc1ccc(F)cc1 | -14 | nt
O=S(=O)(NCc1cccnc1)c1cccs1 | -6 | -4
CC(C)N1CCC(=O)N(c2ccc3c(c2)CCO3)C1=O | 0 | nt
COc1cccc(CNC(=O)C2CC(=O)N(CCc3ccc(OC)c(OC)c3)C2)c1 (stereo unspecified) | -2 | 0
COc1ccc(CNc2nc3ccccc3n2C)cc1OC | -3 | 7
CC1(C)N=C(c2ccccc2)C(=O)N1CC(=O)Nc1ccc(F)c(Cl)c1 | -8 | 22
Cc1c(C#N)c(N=CN(C)C)c(C(=O)c2ccccc2)n1-c1ccccc1 | -1&-2 | 10&4
Cc1ccc2nc(C)c(NC(=O)c3c(F)cccc3Cl)c(=O)n2c1 | -8 | -16
Cc1ccc(NC(=O)CC2SC(=Nc3ccccc3)N(S(=O)(=O)c3ccccc3)C2=O)cc1 (stereo unspecified) | -13 | 25
Cc1[nH]c2ccccc2c(=O)c1CCC(=O)O | 3 | -4
O=C(Cn1ccn(-c2cccc3ccccc23)c(=O)c1=O)Nc1cccc(Cl)c1 | 3 | 14
COc1cc(NC(=O)c2ccccc2[N+](=O)[O-])cc(OC)c1 | -8 | 0
COCCCNC(=O)c1ccc2c(c1)ncn2-c1cccc(Cl)c1 | 0 | 5
CC1(C)CC(=O)C2=C(C1)OC(N)=C(C#N)C2c1ccc(Br)o1 (stereo unspecified) | -5 | 1
O=C(NCc1ccc(Cl)cc1)C1CCN(c2nccn3nc(-c4ccccc4)cc23)CC1 | 5 | 52*
COc1ccc(S(=O)(=O)NCCc2ccccc2)cc1OC | 0 | 1
Cc1nn(-c2nc3ccccc3s2)c2c1C(c1cccc(Br)c1)CC(=O)N2 (stereo unspecified) | -1 | -5
Cc1cc(C)n(-c2ccc3cccc([N+](=O)[O-])c3n2)n1 | -9 | 3
O=C(Nc1ccc(-c2ccc(Cl)cc2)cc1)C1CC1 | 0 | -11

Structures above containing a CF3 group (3):
SMILES | Pf apPOL block | mHTT-CaM PPI inh
CS(=O)(=O)NC1CC2CC1N(C(=O)Nc1ccc(C(F)(F)F)cc1)C2 (stereo unspecified) | -6 | -3
Cc1c(Br)c(C(F)(F)F)nn1CC(=O)N1CCc2ccccc2C1 | -9 | -14
O=C(Nc1ccc(C(F)(F)F)cc1)N1CCC(n2c(-c3ccco3)nc3cccnc32)C1 (stereo unspecified) | -1 | 3

(more compounds)
SMILES | Pf apPOL block | mHTT-CaM PPI inh
Cc1noc(COC2CCCN(C(=O)NCc3ccc(F)cc3)C2)n1 (stereo unspecified) | -5 | -10
COc1cc(C=Nc2ccc(O)c(-c3nc4ccccc4s3)c2)ccc1O | 2 | 79*
COc1ccc([N+](=O)[O-])cc1NC(=O)c1ccc(C)c(Cl)c1 | -9 | 3
O=C(CCC1CCCN(C(=O)Nc2cccc(F)c2)C1)N1CCOCC1 (stereo unspecified) | 7 | -1
CCOc1cc(C=O)c(Br)cc1O | 0 | -1
O=C(NCCCCCCNC(=O)c1cncc(O)c1)c1cncc(O)c1 | -1 | 5
Cc1ccccc1C1=N/C(=C\c2c(F)cccc2Cl)C(=O)O1 | -3 | 9
O=C(NCC12CC3CC(CC(C3)C1)C2)N1CCOCC1 | 6 | 0
Oc1ccccc1C=NCc1csc2ccccc12 | -3 | nt
O=[N+]([O-])c1ccc(N2CCCC2)c(Cl)c1N1CCCC1 | -1 | 42
NC(=NOC(=O)Nc1ccc(Cl)cc1)c1cnn2c(C(F)(F)F)cc(C(F)(F)F)nc12 | -5 | nt
COC(=O)c1cccc(C(=O)N2CCN(c3cc(C)ccc3C)CC2)n1 | 0 | 1
Cc1noc(-c2cccc(F)c2)c1C(=O)NC1CCc2ccccc21 (stereo unspecified) | -6 | -8
COCc1[nH]nc2c1C(c1ccc(OC)cc1)C(C#N)=C(N)O2 (stereo unspecified) | -3 | -1
Cc1ccc(NCCC(=O)c2ccc(Br)cc2)cc1 | -3 | 11
O=C(NCCO)c1cccnc1Oc1ccc(Cl)cc1 | -2 | 1
O=C1CC2c3ccccc3C1C1C(=O)N(c3ccc(Cl)c(Cl)c3)C(=O)C21 (stereo unspecified) | -3 | 23
COc1ccc(CN2C(=O)CCC2(C)C(=O)NCc2ccccc2)cc1 (stereo unspecified) | -4 | 7
Cc1ccc(C)c(-c2csc(-c3cccnc3)n2)c1 | -4 | -38
CC1CCC2C(C)(C)C3CC12CCC3(C)O (stereo unspecified) | -12 | nt
O=C(Nc1ccc(Br)cc1)c1ccc(F)c(S(=O)(=O)NCC2CCCO2)c1 (stereo unspecified) | -4 | 9
O=C(Cn1c(=O)oc2ccc(Cl)cc21)NC1CCCCC1 | 7 | -6
COc1nc(C)nc(N=CNO)n1 | -7 | nt
FC(F)(F)c1cc(C=Nc2ccc(-c3csnn3)cc2)cc(C(F)(F)F)c1 | 1 | nt
Cc1sc2nc(C)n(Cc3csc(-c4ccc(Cl)cc4)n3)c(=O)c2c1C | -4 | -8
COc1ccc2c(c1)Oc1ccccc1N=C2N1CCN(C(=O)C(C)C)CC1 | -1 | 22
O=C(c1sc2ccccc2c1Cl)N1CCc2ccccc2C1 | 5 | -2
COc1ccc(C(=O)Nc2nnc(-c3ccccc3Cl)s2)cc1OC | -1 | -3
COc1cccc(Oc2coc3cc(OC(=O)c4c(OC)cccc4OC)ccc3c2=O)c1 | -6 | 2
CSC(N)=NC(N)=Nc1ccc(Cl)cc1 | -3 | nt
COc1ccc(N2C(=O)CSC2c2cccc([N+](=O)[O-])c2O)cc1 (stereo unspecified) | -5 | 2
Fc1ccc(CN2CCc3nc(N4CCN(c5ccccc5)CC4)ncc3C2)cc1F | 5 | 100*

Looked up above:
Value for O=C(c1sc2ccccc2c1Cl)N1CCc2ccccc2C1 under mHTT-CaM PPI inh: -2
Value for COc1ccc2c(c1)Oc1ccccc1N=C2N1CCN(C(=O)C(C)C)CC1 under Pf apPOL block: -1
Value for COc1ccc(C(=O)Nc2nnc(-c3ccccc3Cl)s2)cc1OC under Pf apPOL block: -1
Value for COc1ccc(N2C(=O)CSC2c2cccc([N+](=O)[O-])c2O)cc1 (stereo unspecified) under Pf apPOL block: -5
Value for CSC(N)=NC(N)=Nc1ccc(Cl)cc1 under Pf apPOL block: -3

New compounds follow:
SMILES | Pf apPOL block | mHTT-CaM PPI inh
COc1cc(/C=C2\SC(=O)N(c3ccc(O)cc3)C2=O)ccc1O | -254 | 42
Cc1ccc2c(c1)C(c1ccc(F)cc1)N(C(=O)c1ccc(C)c(C)c1)CC(=O)N2 (stereo unspecified) | -4 | 69*
COc1ccccc1CNC(=O)C(=O)Nc1nccs1 | -8 | -2
Cc1ccccc1S(=O)(=O)N1CCN(Cc2noc3ccccc23)CC1 | -1 | -22
Cn1ncc(N2CCC(C(=O)NCCCN3CCOCC3)CC2)cc1=O | -7 | -1
CSc1ccccc1NC(=O)c1cnc2n(c1=O)CCS2 | -3 | 0
COc1ccc(NC(=O)c2sc3ccccc3c2Cl)cc1Cl | -2 | -6
CCc1ccccc1NC(=O)NCc1ccnc(N(CC)CC)c1 | 3 | -7
COc1ccc(C(=O)Nc2ccc(NC(=O)C(C)C)cc2)cc1 | -1 | -1
CCc1nc(-c2cccnc2N2CCCC(C(=O)NCc3ccc(SC)cc3)C2)no1 (stereo unspecified) | -2 | -4
O=c1oc2cc(S(=O)(=O)Nc3ccc(F)cc3)ccc2n1CN1CCCCC1 | -13 | -7
O=S(=O)(c1ccc(Br)cc1)N1CCCC(COCc2ccccc2)C1 (stereo unspecified) | -1 | -8
COc1ccc(-c2c(C#N)c(N)nc(SCC(=O)c3ccc(O)c(O)c3)c2C#N)cc1 | -6&-4 | 99*
CSc1cccc(NC(=O)N2CCN(C3=CC4=NC(C)CN4C=N3)CC2)c1 (stereo unspecified) | -2 | 3
CN(C)C(CNC(=O)NCc1ccc(F)cc1)c1ccccc1Cl (stereo unspecified) | -5 | -9
COCC(=O)NCCn1ncc2c(N3CCN(c4ccc(F)cc4)CC3)ncnc21 | -16 | -3
Cc1n[nH]c(C)c1CCC(=O)NN | nt | -4
O=C(Nc1cccc(C(F)(F)F)c1)NC1(c2nc(C3CC3)no2)CCCCC1 | 5 | -4
CC(=O)Nc1ccc(N2C(=O)c3ccccc3CC2(C)C(=O)NCc2ccccc2)cc1 (stereo unspecified) | -2 | -7
CN(C)c1ccc(CNC(=O)c2ccc3ncnc(N4CCCCC4)c3c2)cc1 | 0 | 41
Cc1cc(C)cc(N2CCN(C(=O)CCc3ccccc3)C(C)C2=O)c1 (stereo unspecified) | 3 | 20
Cc1ccccc1C(=O)N1CCc2c(c(C(=O)NCc3ccccc3)nn2C)C1 | -16 | 11
CCn1cc(S(=O)(=O)CC(=O)Nc2ccccc2)c2ccccc21 | 3 | 1
COc1ccc(Br)c(C(=O)ONC(=O)c2ccc(Cl)c(Cl)c2)c1 | -6 | nt
O=c1c(S(=O)(=O)N2CCCC2)cccn1Cc1cccc(Cl)c1 | -7 | -2
Cc1ccccc1C(=O)N1CCN(c2nc3ccncc3n(CC(C)C)c2=O)CC1 | -9 | 1
CN1C(=O)C(C)(C(=O)NCc2ccc(F)cc2)Oc2cccnc21 (stereo unspecified) | -2 | -11
COCCNC(=O)Cc1ccc(NC(=O)Nc2ccccc2F)cc1 | -9 | -7
COc1cc(C2=N/C(=C\c3ccccc3[N+](=O)[O-])C(=O)O2)cc(OC)c1OC | -2 | 3
CCOC(=O)C1CCN(S(=O)(=O)N(C)C)CC1 | nt | -4
O=C(NCc1ccc(Cl)cc1)c1cc(-c2ccc(Br)cc2)on1 | -2 | -6
O=C(CC1Sc2ccc(C(F)(F)F)cc2NC1=O)Nc1ccccc1[N+](=O)[O-] (stereo unspecified) | 0 | 7
Cc1ccccc1NC(=O)N1CCCC1c1ccccc1F (stereo unspecified) | -7 | -6
O=C(c1ccc2c(c1)OCCO2)N1CCCCC1 | 15&1 | 0
Nc1nonc1-c1noc(-c2ccc(Br)o2)n1 | -1 | -10&1
